T cruzi growth: inhibitors of T. cruzi proliferation. T. cruzi beta-gal in NIH3T3, GalScreen luminescence, 90 h. inhibition, % at 8.34 µM. 5.9% of 77,000 active;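 active = mean inhibition above about 93%, with at least 55% of replicates each passing it, limit read from the data, passing the limit was not always enough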
Pf Dd2 growth: P. falciparum Dd2 growth inhibition; SYBR Green, 72 h; hits give low values; 2.3% of 94,000 active; activity change, % at 10 µM; AID 1159554; in the data active = activity change below about -80%
C diff growth: inhibitors of Clostridium difficile growth; growth activity, negative = inhibition, % at 16 µg/mL (by protocol); 0.25% of 86,000 active; AID 1259249; Clostridium difficile clinical isolate growth, OD600, 24 h; hits give low values;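 active = mean growth activity at or below -80% and every replicate also at or below -80%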;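 also: 0% = DMSO wells and -100% = levofloxacin 16 µg/mL wells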
GASC1 inh: inhibitors of human demethylase GASC-1 KDM4C; Q9H3R0; GST-KDM4C 2-372, H3K9me3 peptide, LANCE TR-FRET; inhibition, % at 12.5 µM; 0.15% of 96,000 active; AID 720574;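 active = mean replicate inhibition above about 25%, with at least 55% of replicates also reaching it, limit read from the data, passing the limit was not always enough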
Target sequence (Q9H3R0 2-372 limits assumed): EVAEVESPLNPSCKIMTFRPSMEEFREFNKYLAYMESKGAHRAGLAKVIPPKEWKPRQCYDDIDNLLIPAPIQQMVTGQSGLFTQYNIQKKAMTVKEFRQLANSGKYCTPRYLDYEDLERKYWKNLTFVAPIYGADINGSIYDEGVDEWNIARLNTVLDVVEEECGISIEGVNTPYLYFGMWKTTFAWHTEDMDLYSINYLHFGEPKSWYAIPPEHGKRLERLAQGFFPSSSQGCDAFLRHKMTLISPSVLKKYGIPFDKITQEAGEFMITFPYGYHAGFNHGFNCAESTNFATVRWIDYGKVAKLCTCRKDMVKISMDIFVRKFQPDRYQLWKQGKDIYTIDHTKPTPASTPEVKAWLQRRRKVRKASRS
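Test system – GST-tagged GASC-1 (JMJD2C) catalytic fragment, aa 2-372 · Medium – HEPES buffer, pH 7.5, plus ascorbate · Reagent – H3K9me3 peptide with Fe(II)/2OG · Compound – one test concentration per compound · Timing – 30 min reaction, 60 min detection, RT · Technique – TR-FRET with Eu antibody and ULight streptavidin, EDTA stop · Read-out basis – inhibition from TR-FRET ratio decrease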
An asterisk follows results filed as active; x = no result given.

smiles	Pf Dd2 growth	GASC1 inh	T cruzi growth	C diff growth
O=C(O)[C@H]1[C@H](CO)[C@H]2Cn3c(ccc(C4=CCCCC4)c3=O)[C@H]2N1Cc1ccccc1F	-11	2.9	3	3
Cc1ccc(S(=O)(=O)Nc2cccc3c2O[C@H](CN(C)S(=O)(=O)c2c(C)noc2C)[C@@H](C)CN([C@H](C)CO)C3=O)cc1	2	6.8	x	-3
C[C@@H]1CN([C@@H](C)CO)S(=O)(=O)c2ccc(C#Cc3ccc(F)cc3)cc2O[C@@H]1CN(C)S(=O)(=O)c1cn(C)cn1	-30	-2.6	43	-1
COc1cccc(S(=O)(=O)N[C@H]2CC[C@H](CCn3cc(-c4ccccc4)nn3)O[C@H]2CO)c1	-10	-0.9	0	-6
CNC[C@H]1Oc2ccc(NC(=O)Nc3c(C)noc3C)cc2CC(=O)N([C@@H](C)CO)C[C@H]1C	8	-0.9	25	3
C[C@@H]1CCCCO[C@H](CN(C)C(=O)c2ccncc2)[C@@H](C)CN([C@H](C)CO)C(=O)c2cc(NS(=O)(=O)c3cccs3)ccc2O1	13	-0.8	x	x
Cc1noc(C)c1S(=O)(=O)Nc1ccc2c(c1)C(=O)N([C@@H](C)CO)C[C@@H](C)[C@@H](CN(C)CC1CCCCC1)OCCCC[C@@H](C)O2	-61	x	-14	4
CCC(=O)N(C)C[C@@H]1Oc2cc(-c3cccnc3)ccc2S(=O)(=O)N([C@@H](C)CO)C[C@@H]1C	30	2.5	-26	3

3 entries out of the list above, arranged by the value under GASC1 inh, highest first.
canonical_smiles | GASC1 inh
O=C(O)[C@H]1[C@H](CO)[C@H]2Cn3c(ccc(C4=CCCCC4)c3=O)[C@H]2N1Cc1ccccc1F | 2.9
CCC(=O)N(C)C[C@@H]1Oc2cc(-c3cccnc3)ccc2S(=O)(=O)N([C@@H](C)CO)C[C@@H]1C | 2.5
COc1cccc(S(=O)(=O)N[C@H]2CC[C@H](CCn3cc(-c4ccccc4)nn3)O[C@H]2CO)c1 | -0.9

(next part)
smiles	Pf Dd2 growth	GASC1 inh	T cruzi growth	C diff growth
CCC(=O)N1C[C@H](C)[C@@H](OC)CN(C)C(=O)c2cc(NC(=O)Nc3cccc(F)c3)ccc2OC[C@@H]1C	-57	-0.6	-17	x
COCC(=O)N1CCC2(CC1)CN(C(=O)CN1CCOCC1)[C@H](CO)c1c2c2ccc(OC)cc2n1C	-8	0.3	x	-1
COCC(=O)N(C)C[C@@H]1Oc2cc(-c3ccc(F)cc3)ccc2S(=O)(=O)N([C@@H](C)CO)C[C@@H]1C	9	-0.3	14	-3
CC(C)NC(=O)N(C)C[C@H]1Oc2ccc(NC(=O)Nc3ccc(C(F)(F)F)cc3)cc2CC(=O)N([C@@H](C)CO)C[C@H]1C	-44	2.2	8	-18
Cc1noc(C)c1NC(=O)N(C)C[C@H]1OCCCC[C@@H](C)Oc2ccc(NS(=O)(=O)c3ccc(F)cc3)cc2C(=O)N([C@H](C)CO)C[C@@H]1C	-3	0.1	-20	-6
C[C@@H]1CCCCO[C@@H](CN(C)Cc2ccc3c(c2)OCO3)[C@H](C)CN([C@@H](C)CO)C(=O)c2cc(NC(=O)Nc3ccc(F)cc3)ccc2O1	-66	-1.1	110*	12
COc1ccc2c3c(n(C)c2c1)[C@@H](CO)N(Cc1ccccc1)CC31CN(S(=O)(=O)c2ccc(C)cc2)C1	-31	x	x	-18
C[C@@H]1CN([C@H](C)CO)C(=O)c2cc(NC(=O)C3CC3)ccc2O[C@H]1CN(C)Cc1ccc(C(F)(F)F)cc1	0	-0.3	-9	-1
COc1ccc(S(=O)(=O)N(C)C[C@@H]2Oc3c(NS(=O)(=O)c4cn(C)cn4)cccc3C(=O)N([C@@H](C)CO)C[C@H]2C)cc1	-9	-0.9	19	-3
CCNC(=O)C[C@H]1CC[C@@H]2[C@H](COC[C@H](O)CN2C(=O)CC)O1	5	-0.9	-1	x
Cc1noc(C)c1S(=O)(=O)Nc1ccc2c(c1)CC(=O)N([C@@H](C)CO)C[C@H](C)[C@@H](CN(C)C(=O)Nc1ccc(C(F)(F)F)cc1)O2	-18	-0.5	-6	-7
C[C@H]1CN([C@@H](C)CO)C(=O)c2cccc(NS(=O)(=O)c3ccc(F)cc3)c2O[C@H]1CN(C)S(=O)(=O)c1cccs1	-13	2.8	75	-14
Cc1ccc(-c2ccc([C@H]3[C@@H](CO)N4C(=O)CN(C(=O)c5cccnc5)C[C@@H]34)cc2)cc1	10	-0.1	x	15
Cc1ccc(S(=O)(=O)Nc2cccc3c2O[C@H](CN(C)C(=O)Nc2ccc(C(F)(F)F)cc2)[C@@H](C)CN([C@@H](C)CO)C3=O)cc1	-5	3.4	44	24
CNC[C@H]1Oc2ncc(-c3ccc(OC)cc3)cc2C(=O)N([C@H](C)CO)C[C@H]1C	-78	-1.5	x	x
CO[C@H]1CN(C)C(=O)c2cc(NC(C)=O)ccc2OC[C@@H](C)NC[C@@H]1C	12	4.7	32	-1
O=C(C[C@@H]1CC[C@@H](NC(=O)c2ccncc2)[C@H](CO)O1)NCC1CCCCC1	17	-1.5	-12	x
O=C(Nc1ccc2c(c1)[C@H]1C[C@@H](CC(=O)N3CCCCC3)O[C@H](CO)[C@H]1O2)C1CCOCC1	8	-0.8	-89	x
C[C@H](CO)N1C[C@H](C)[C@H](CN(C)Cc2ccncc2)OCc2ccccc2-c2c(n(C)c3ccccc23)C1=O	-18	x	x	50
CN(C)C(=O)[C@@H]1[C@@H](CO)[C@@H]2Cn3c(ccc(C4=CCCC4)c3=O)[C@H]1N2S(=O)(=O)c1cn(C)cn1	x	3.1	-116	-10
C/C=C/c1cnc2c(c1)C(=O)N([C@H](C)CO)C[C@H](C)[C@@H](CN(C)C(=O)Nc1ccccc1F)O2	4	-1.1	51	0
Cc1cc(C(=O)Nc2cccc3c2O[C@@H](CN(C)C(=O)Nc2cccc4ccccc24)[C@H](C)CN([C@H](C)CO)C3=O)n(C)n1	-3	1.8	-8	0
CC(C)NC(=O)N(C)C[C@@H]1OCCCC[C@H](C)Oc2ccc(NC(=O)Cc3ccccc3)cc2C(=O)N([C@H](C)CO)C[C@H]1C	-3	1.8	33	8
C[C@H]1CN([C@@H](C)CO)C(=O)c2cccc(NC(=O)Nc3ccc(C(F)(F)F)cc3)c2O[C@H]1CN(C)S(=O)(=O)c1ccc(F)cc1	-13	11	77	26
CCNC(=O)[C@H]1[C@H](CO)[C@H]2Cn3c(cccc3=O)[C@H]2N1C(=O)C1CCCC1	12	-1.2	-9	-1
CN(C)CC#Cc1ccc([C@H]2[C@@H](CO)N3CCCCN(C(=O)C4CC4)C[C@H]23)cc1	23	x	102*	-3
C[C@@H]1CN([C@H](C)CO)C(=O)Cc2cc(NC(=O)Cc3ccccc3)ccc2O[C@H]1CN(C)S(C)(=O)=O	9	1.2	17	-3
C[C@H]1CN([C@@H](C)CO)C(=O)c2cc(C#CC3(O)CCCC3)cnc2O[C@H]1CN(C)S(=O)(=O)c1ccc(F)cc1	6	1.6	-26	-2
Cc1noc(C)c1S(=O)(=O)Nc1ccc2c(c1)C(=O)N([C@@H](C)CO)C[C@@H](C)[C@H](CN(C)CC1CCCCC1)O2	16	-1.6	-7	4
Cc1ccc(S(=O)(=O)N[C@@H]2CC[C@@H](CCNC(=O)c3ccc4c(c3)OCO4)O[C@H]2CO)cc1	-8	0.0	59	3
C[C@H](CO)N1C[C@H](C)[C@H](CN(C)C(=O)Nc2ccc3c(c2)OCO3)OCc2ccccc2-c2c(n(C)c3ccccc23)C1=O	-85*	1.6	92	-2
COCC#Cc1ccc2c(c1)O[C@H](CN(C)Cc1ccc(F)cc1)[C@@H](C)CN([C@H](C)CO)S2(=O)=O	-61	0.5	85	-2

Whole records as entered above. Values in the order: Pf Dd2 growth | GASC1 inh | T cruzi growth | C diff growth
C[C@H](CO)N1C[C@H](C)[C@H](CN(C)C(=O)Nc2ccc3c(c2)OCO3)OCc2ccccc2-c2c(n(C)c3ccccc23)C1=O in the list: -85* | 1.6 | 92 | -2
Cc1noc(C)c1S(=O)(=O)Nc1ccc2c(c1)C(=O)N([C@@H](C)CO)C[C@@H](C)[C@H](CN(C)CC1CCCCC1)O2 in the list: 16 | -1.6 | -7 | 4
COCC#Cc1ccc2c(c1)O[C@H](CN(C)Cc1ccc(F)cc1)[C@@H](C)CN([C@H](C)CO)S2(=O)=O in the list: -61 | 0.5 | 85 | -2

(list continues)
smiles	Pf Dd2 growth	GASC1 inh	T cruzi growth	C diff growth
COCC(=O)N1CC2(C1)CN(C(=O)NC1CCCC1)[C@@H](CO)c1c2c2ccc(OC)cc2n1C	14	0.5	x	-9
Cc1noc(C)c1NC(=O)N(C)C[C@@H]1Oc2ncc(C#CC3CCCCC3)cc2C(=O)N([C@H](C)CO)C[C@H]1C	-19	2.0	19	-6
Cc1cccc(S(=O)(=O)N2CC[C@@H]3[C@H]2c2cc(C#Cc4ccccc4F)ccc2N[C@@H]3CO)c1	-31	-1.1	63	-5
Cc1noc(C)c1NC(=O)Nc1ccc2c(c1)C(=O)N([C@H](C)CO)C[C@@H](C)[C@H](CN(C)C(=O)Nc1c(C)noc1C)OCCCC[C@@H](C)O2	45	1.9	18	0
CC(C)CC#Cc1cnc2c(c1)C(=O)N([C@@H](C)CO)C[C@H](C)[C@@H](CN(C)C(=O)C1CCOCC1)O2	14	-0.7	22	-3
COCC#Cc1ccc2c(c1)O[C@H](CN(C)S(=O)(=O)c1ccc(F)cc1)[C@@H](C)CN([C@H](C)CO)S2(=O)=O	-30	1.0	75	1
O=C(C[C@@H]1CC[C@H]2[C@@H](COC[C@@H](O)CN2S(=O)(=O)c2ccc(F)cc2)O1)NCCN1CCCCC1	3	0.0	36	x
C[C@H](CO)N1C[C@H](C)[C@@H](CN(C)C(=O)NC2CCCC2)OCc2cn(nn2)CCCC1=O	-8	5.0	8	x
CO[C@H]1CN(C)C(=O)c2cc(NS(=O)(=O)c3c(C)noc3C)ccc2OC[C@H](C)NC[C@H]1C	23	-0.5	40	x
CO[C@H]1CN(C)C(=O)c2ccc(NS(C)(=O)=O)cc2OC[C@@H](C)N(C(=O)CN(C)C)C[C@@H]1C	28	2.8	-35	x
C[C@@H]1CCCCO[C@@H](CN(C)Cc2ccc(C(=O)O)cc2)[C@H](C)CN([C@H](C)CO)C(=O)c2cc(NS(=O)(=O)c3ccccc3)ccc2O1	22	-1.1	6	-1
CO[C@H]1CN(C)C(=O)c2cc(NC(=O)c3nc4ccccc4s3)ccc2OC[C@H](C)N(Cc2cncnc2)C[C@@H]1C	-3	-0.9	2	x
C[C@H](O)C#Cc1cnc2c(c1)C(=O)N([C@H](C)CO)C[C@H](C)[C@@H](CN(C)C(=O)c1ccncc1)O2	31	-0.3	-5	5
CCCN(C)C[C@@H]1OCCCC[C@@H](C)Oc2ccc(NC(=O)NC(C)C)cc2C(=O)N([C@@H](C)CO)C[C@@H]1C	-54	-0.1	46	13
C[C@H](NC(=O)C[C@H]1C[C@H]2c3cc(NC(=O)NC4CCCC4)ccc3O[C@H]2[C@H](CO)O1)c1ccccc1	1	1.7	9	x
O=C(Nc1ccccc1)N1CCCCN2[C@H](C1)[C@@H](c1ccc(Br)cc1)[C@@H]2CO	27	0.1	53	5
CN(C)CC(=O)Nc1ccc2c(c1)[C@@H]1C[C@@H](CC(=O)NCc3ccccc3F)O[C@@H](CO)[C@@H]1O2	-15	-0.9	22	0
CC(=O)Nc1ccc2c(c1)C(=O)N(C)[C@H]1CC[C@H](CC(=O)NCc3ccc(Cl)cc3)O[C@@H]1CO2	-19	1.0	-13	2
COc1ccc(NC(=O)Nc2ccc3c(c2)C(=O)N([C@@H](C)CO)C[C@@H](C)[C@H](CN(C)S(=O)(=O)c2ccc(OC)cc2)OCCCC[C@@H](C)O3)cc1	-57	-0.3	84	1
Cc1noc(C)c1S(=O)(=O)Nc1ccc2c(c1)CC(=O)N([C@@H](C)CO)C[C@@H](C)[C@@H](CN(C)C(=O)Nc1cccc3ccccc13)O2	-49	1.1	-24	-4
C[C@@H]1CCCCO[C@H](CN(C)C(=O)CCCN(C)C)[C@H](C)CN([C@@H](C)CO)C(=O)c2cc(NC(=O)Nc3ccc4c(c3)OCO4)ccc2O1	11	5.4	27	-1
Cc1ccc(S(=O)(=O)N[C@@H]2C=C[C@@H](CC(=O)N3CCC(Cc4ccccc4)CC3)O[C@H]2CO)cc1	-18	-1.6	87	x
